# Mac1 fbg inh: blocks human CD11b/CD18 adhesion to fibrinogen. P05107+P11215. K562 CD11b/CD18 adhesion to fibrinogen, ATPlite luminescence; Mn2+ added to activate the integrin. inhibition, % at 10 µM. 0.54% of 93,000 active;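 active means primary inhibition of 50% or more at 10 µM, then 40% or more on retest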; further: some results filed as inactive read as strong as hits
# CYP2C19 activ: increases human CYP2C19 enzyme activity. 96,000 tested, under 10 active. P33261. recombinant CYP2C19, luciferin-H EGE luminescence; hits give high values; 0 = fully inhibited enzyme, 1 = untreated enzyme. activation factor at 5 µM;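 active means activation factor of at least 2 at 5 µM in the primary screen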;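 further: 0 = wells with 2.5 mM tranylcypromine and 1 = vehicle-only wells; values of inactives mirror those of a sister screen read the other way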
# Target sequence (P33261 whole entry, looked up): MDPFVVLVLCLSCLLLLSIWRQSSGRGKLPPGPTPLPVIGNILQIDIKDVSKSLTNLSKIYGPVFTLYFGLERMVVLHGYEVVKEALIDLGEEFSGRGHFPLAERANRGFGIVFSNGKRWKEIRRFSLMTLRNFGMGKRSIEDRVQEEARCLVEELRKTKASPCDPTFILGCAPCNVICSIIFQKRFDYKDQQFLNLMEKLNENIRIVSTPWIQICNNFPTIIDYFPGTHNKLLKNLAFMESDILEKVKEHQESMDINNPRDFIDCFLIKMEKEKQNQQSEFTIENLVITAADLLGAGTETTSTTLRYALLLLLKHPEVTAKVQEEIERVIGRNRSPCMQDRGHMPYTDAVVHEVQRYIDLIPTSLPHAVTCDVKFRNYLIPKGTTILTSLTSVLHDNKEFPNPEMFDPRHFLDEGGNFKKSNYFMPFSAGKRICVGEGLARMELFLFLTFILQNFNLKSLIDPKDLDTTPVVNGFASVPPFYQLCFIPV
# CD11b adhes enh: enhancers of human CD11b/CD18 binding to fibrinogen; K562 CD11b/CD18 adhesion to fibrinogen, ATPlite luminescence; activation, % at 10 µM; 0.07% of 93,000 active; AID 1499;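 active means 10 µM primary screen giving 50% or more activity, confirmed by 40% or more on retest at that dose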; further: strong numbers were not always called active
# Fibroblast inh: blocks proliferation of human lung fibroblasts; LL 47 human lung fibroblast viability, ATP luminescence; hits give low values; viability, % at 10 µM; 1.1% of 85,000 active; AID 719;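 active means viability at or below 50% in the single dose screen; inactive means viability above 50%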;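 further: compound exposure lasted 72 h before the ATP readout; 100% = median luminescence of untreated cell-only wells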
#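 Material: Human LL 47 lung fibroblast cells | Input: 1,150 cells/well | Buffer or medium: IMEM plus 15% FBS | Compound dosing: 0.1% DMSO in all compound wells | Times: Overnight cell rest, 72 h compound treatment at 37 °C | Signal: CellTiter-Glo luminescence measuring cellular ATP | Measure: % viability versus median cells-only luminescence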
# CYP2C19 inhib: human CYP2C19 inhibition. P33261. CYP2C19 Supersomes, luciferin-H EGE luminescence, 30 min. inhibition, % at 5 µM. 21% of 96,000 active;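 active means CYP2C19 inhibition above a set limit at 5 µM in the primary screen, cut at about 50% in these data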;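 further: plate controls were negative control wells for no effect and 2.5 mM tranylcypromine positive control for full effect; values of inactives mirror those of a sister screen read the other way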
# ERa SRC1 pot: ER-alpha (human) coactivator binding potentiation; TR-FRET ERalpha-LBD/SRC-Cy5 coactivator binding, 2 h; 100 = basal binding, no effect; coactivator binding (% of control), % at 25.6 µM; P03372; 1.3% of 86,000 active; AID 639; in the data active means activity above about 200%;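 further: binding measured in presence of low estradiol as agonist stimulus; 0% = peptide alone without receptor and 100% = receptor with peptide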
# Target sequence (P03372 whole entry, looked up, the tested form may be a part): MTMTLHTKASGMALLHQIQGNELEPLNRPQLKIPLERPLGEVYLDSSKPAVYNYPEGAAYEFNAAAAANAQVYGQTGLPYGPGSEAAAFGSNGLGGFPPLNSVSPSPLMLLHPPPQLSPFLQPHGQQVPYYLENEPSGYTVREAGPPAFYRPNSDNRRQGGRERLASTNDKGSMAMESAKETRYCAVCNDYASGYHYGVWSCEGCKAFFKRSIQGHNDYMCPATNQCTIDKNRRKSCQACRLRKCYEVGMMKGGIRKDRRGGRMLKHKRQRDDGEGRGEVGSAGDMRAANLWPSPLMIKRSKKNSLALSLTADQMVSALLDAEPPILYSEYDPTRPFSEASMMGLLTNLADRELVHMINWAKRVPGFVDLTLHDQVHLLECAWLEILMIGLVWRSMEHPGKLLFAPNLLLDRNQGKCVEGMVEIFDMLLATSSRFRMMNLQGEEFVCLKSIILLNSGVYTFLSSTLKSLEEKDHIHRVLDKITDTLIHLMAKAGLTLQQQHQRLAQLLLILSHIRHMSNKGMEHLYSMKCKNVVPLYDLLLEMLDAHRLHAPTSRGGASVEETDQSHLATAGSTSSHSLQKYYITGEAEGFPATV
# ERa SRC1 inh: blocks coactivator binding to human estrogen receptor alpha. TR-FRET ER-alpha LBD / SRC-1 peptide, estradiol-bound. inhibition, % at 25.6 µM. 1.7% of 86,000 active; in the data active means inhibition above about 50%;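 further: 0% = receptor plus peptide control and 100% = peptide only without receptor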
# HUVEC inhibit: human endothelial cell proliferation inhibition; HUVEC proliferation, CellTiter-Glo luminescence, 72 h; hits give low values; viability, % at 10 µM (by protocol); 1.1% of 86,000 active;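 active means viability at or below 30%; inactive means viability above 30%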;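 further: 100% = median luminescence of DMSO-only cell control wells on each plate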
# H69AR inhibit: growth inhibitors of human H69AR lung tumor cells | 6% of 85,000 active | H69AR lung tumor viability, ATP luminescence, 72 h; hits give low values | viability, % at 10 µM | AID 598;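 active means viability at or below 40%; inactive means viability above 40%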;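 further: multidrug resistant small cell line overexpressing MRP-1 efflux transporter; 100% = mean luminescence of untreated control wells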
# * marks the source's active call; other numbers are inactive results; x = not tested or not shown; [ ] = dose if it differs, or a comment. No enrichment for hits; overall some 26% were active at least once.
# Value order – Mac1 fbg inh, CYP2C19 activ, CD11b adhes enh, Fibroblast inh, CYP2C19 inhib, ERa SRC1 pot, ERa SRC1 inh, HUVEC inhibit, H69AR inhibit
OC(CN1CCN(c2cccc(C(F)(F)F)c2)CC1)c1c[nH]c2ccccc12 (stereo not drawn)
 : x, 0.8, x, 58.3, 21.7, 111.3, -10.1[fluorescence artefact?], 67.2, 2.6*
CCN1C(=O)CC(N2CCC(Nc3ccc(F)cc3)CC2)C1=O (stereo not drawn)
 : -16.0, 0.8, 9.0, 97.2, 19.4, 115.0, -33.4, 95.8, 89.5
COC(=O)Oc1ccc(/C=N/NC(=O)CN(c2ccccc2Cl)S(C)(=O)=O)cc1OC
 : -9.0, 0.7, -5.6, x, 33.7, x, x, x, x
Cc1ccc2cc(CN(Cc3ccco3)C(=O)C3CCCCC3)c(=O)[nH]c2c1C
 : -5.1, 1, -2.0, 91.6, 1.4, 125.8, -6.0, 72.0, 100.4
CCOC(=O)c1sc(NC(=O)CSc2nnc(Cc3ccccc3)o2)c(C#N)c1C
 : 31.1, 0.7, -4.0, 108.8, 28.5, 91.7, 1.7, 52.5, 66.2
CS(=O)(=O)N(CC(=O)N1CCN(c2ccccc2)CC1)Cc1ccc(Cl)cc1
 : 8.0, 0.9, 0.1, 107.0, 13.1, 119.2, -2.7, 111.0, 107.0
Cc1ccc(C(=O)N/C(=C\c2ccco2)C(=O)NCC2CCCO2)cc1C (stereo not drawn)
 : 4.7, 1.2, -3.2, x, -21.3, x, x, x, x
O=C(O)c1cc(-c2ccco2)[nH]n1
 : x, x, x, 86.9, x, 98.3, 15.7, 94.6, 103.4
CCC(c1nnnn1C(C)(C)CC)N(CCCN1CCOCC1)Cc1cc2cccc(C)c2[nH]c1=O (stereo not drawn)
 : 3.3, 0.8, -3.9, 96.2, 16.3, 89.0, 8.4, 86.3, 98.6
COc1ccc(NC(=O)C2CCCN(S(=O)(=O)c3cccnc3)C2)c(OC)c1 (stereo not drawn)
 : -5.8, 0.4, 1.9, 106.6, 59.4*, 122.7, -4.4, 104.8, 90.2
Nc1c(-c2ccc(F)cc2)cnn1C1CCS(=O)(=O)C1 (stereo not drawn)
 : -6.7, 1.2, -7.5, 98.4, -15.6, 111.6, -4.2, 102.4, 98.0
CCC1(C)Cc2c(sc3c2c(=O)n(C)c2nnc(SCc4ccc5c(c4)OCO5)n32)CO1 (stereo not drawn)
 : 19.2, 1, -2.4, 100.5, 3.2, 125.1[fluorescence artefact?], 87.2*[fluorescence artefact?], 44.2, 55.2
CCNc1nc(C)cc(COC)c1C#N
 : -13.0, 0.9, 3.4, 98.2, 11.9, 113.8, 1.0, 86.3, 87.7
Cc1ccc(-n2c(SCC(=O)N3CCCC3)nc3c(c2=O)SCC3)cc1
 : -15.6, 1.2, 2.5, 101.5, -16.4, 107.1, 3.0, 92.2, 95.9
Cc1cccc(N(CC(=O)NC2CCCCC2)C(=O)c2ccc(C)s2)c1
 : -0.5, 0.6, 5.1, x, 39.8, x, x, x, x
O=C(Cn1nc(-c2ccc(Cl)cc2)ccc1=O)NCC1CCCO1 (stereo not drawn)
 : -17.3, 1, 12.5, 94.3, 3.0, 107.1[fluorescence artefact?], 0.1, 101.1, 101.6
CCN(Cc1ccccc1)S(=O)(=O)c1ccc(C(=O)Nc2nnc(C3CC3)o2)cc1
 : 16.2, 1, -4.2, 69.6, 2.2, 109.9, -4.2, 68.6, 31.9*
O=C(Nc1ccc2c(c1)OCO2)C1CCN(Cc2cnn(-c3ccccc3)c2-n2cccc2)CC1
 : 3.8, 0.8, -4.6, 101.4, 21.1, 101.4, -1.0, 84.2, 91.8
Cc1cc(C(=O)NCCCN2CCCC2=O)cs1
 : -55.3, 0.9, -1.0, 97.9, 6.8, 104.1, -6.1, 97.6, 95.1
O=S(=O)(c1cccc(-c2cn3cccnc3n2)c1)N1CCOCC1
 : 2.0, 0.7, 0.2, 99.3, 27.1, 88.1, -14.2, 110.0, 94.0
O=[N+]([O-])c1ccc(NCCCN2CCOCC2)c(Cl)c1
 : 7.2, 0.5, -3.0, x, 52.0*, x, x, x, x
CCSc1cnc(-c2ccccc2)n1CC
 : 9.6, 0.6, -3.0, 102.7, 39.2, 93.8, -5.7, 101.6, 95.8
CCC(=O)c1ccc(N2CCN(C(=O)Cc3ccccc3)CC2)c(F)c1
 : 7.9, 0.2, 0.1, 97.0, 78.1*, 113.4, -7.8, 99.2, 66.5
CCC(C)NCc1ccc(C(=O)OC)o1 (stereo not drawn)
 : x, 0.9, x, 106.7, 9.9, 100.3, 0.3, 102.5, 102.7
COc1ccccc1CNC(=O)c1ccc(NS(=O)(=O)c2c(C)noc2C)cc1
 : -16.9, 0.9, -1.6, x, 11.7, x, x, x, x
CCOc1ccc(CC(=O)OCN2C(=O)c3ccccc3C2=O)cc1
 : x, 0.8, x, 104.3, 24.5, 92.1, 1.6, 102.8, 87.7
O=C(C1CC1c1ccccc1)N1CCOCC1 (stereo not drawn)
 : -2.5, 0.9, -3.5, 97.3, 9.9, 106.8, -0.3, 92.9, 93.9
O=C(COc1ccccc1)N1CCN(S(=O)(=O)c2cccs2)CC1
 : -1.5, 0.4, 7.9, x, 64.2*, x, x, x, x
CCOC(=O)CSc1nc2ccccc2n2cnnc12
 : -25.7, 0.8, 3.9, 96.3, 18.5, 88.2[fluorescence artefact?], -15.2, 94.5, 82.1
Cc1ccc(OC(=O)c2cccc(C(=O)Oc3ccc(C)cc3)n2)cc1
 : -3.2, 1.2, 10.7, 94.8, -15.6, 109.3, 3.1, 103.9, 96.5
CC(Sc1nc(-c2ccccc2)nc2c1COC(C)(C)C2)C(=O)N1CCOCC1 (stereo not drawn)
 : 3.6, 0.5, -1.1, 98.1, 45.6, 108.8, -5.3, 107.8, 47.3
COc1cc2[nH]c(=O)n(CCCCCC(=O)NCCCN3CCCC3=O)c(=O)c2cc1OC
 : -0.5, 1.1, 0.5, x, -11.9, x, x, x, x
COc1cccc(-c2noc(C(C)n3nc(C)c([N+](=O)[O-])c3C)n2)c1 (stereo not drawn)
 : -4.4, 0.7, -6.2, x, 32.8, x, x, x, x
COC(=O)c1c(NC(=O)CN2CCC(C)CC2)c2c(C)cccc2n1C
 : -16.3, 0.8, -4.1, 92.6, 20.3, 112.6, -1.6, 89.7, 89.6
Nc1cccc(S(=O)(=O)NC2=NCCC2)c1
 : -1.4, 1, -6.7, x, 2.3, x, x, x, x
Cc1ccc(C(=O)CSc2nc(C)cc(SCc3nnc(-c4ccccc4)o3)n2)cc1
 : 3.7, 0.6, -0.3, 92.7, 37.5, 118.5, -0.7, 88.0, 63.7
CC(C)(C#N)N([O-])C=C[N+](=O)C(C)(C)C#N
 : -3.8, 0.9, -1.2, x, 11.5, 109.3, -3.3, 98.0, 69.2
CCC(C)(C)NC(=O)Cc1ccc(C)cc1
 : -18.0, 0.6, 2.4, 103.7, 44.0, 103.2[fluorescence artefact?], 7.1[fluorescence artefact?], 93.9, 83.4
Cc1sc2nc3ccc(N4CCCC4)nn3c(=O)c2c1C
 : x, x, x, 96.5, x, 115.3[fluorescence artefact?], -2.8[fluorescence artefact?], 82.1, 74.2
O=C(CCCSc1nc2ccccc2[nH]1)N1CCN(c2ccc([N+](=O)[O-])cc2)CC1
 : 64.3, 0.7, -6.0, x, 32.6, x, x, x, x
CC(C)CCNC(=O)C1CC(c2cccc([N+](=O)[O-])c2)=NO1 (stereo not drawn)
 : -5.5, 0.8, -1.0, x, 23.0, x, x, x, x
O=C(Cc1ccccc1)N1CCCC(c2nc(-c3ccc(S(=O)(=O)N4CCCC4)cc3)no2)C1 (stereo not drawn)
 : 2.7, 0.6, -2.1, 95.7, 38.2, 105.9, 2.4[fluorescence artefact?], 87.0, 75.8
CCOc1ccc(NC(=O)c2ccccc2NS(C)(=O)=O)cc1
 : -19.4, 0.8, -3.1, 101.8, 16.2, 92.7, -3.6, 95.3, 94.1
CC1=CCC2C(=O)N(C(C)c3ccccc3)C(=O)C2C1 (stereo not drawn)
 : -3.2, 0.1, -2.1, 100.2, 93.8*, 110.3, 7.0[fluorescence artefact?], 93.7, 101.6
CCc1ccc(NC(=O)CNS(=O)(=O)c2c(C)noc2C)cc1
 : -0.7, 0.6, -4.9, x, 37.1, x, x, x, x
CN1/C(=C\C(=O)COC(=O)CN2C(=O)C3CC=CCC3C2=O)C(C)(C)c2ccccc21 (stereo not drawn)
 : -6.0, 0.8, -5.7, 96.2, 19.3, 98.2, -1.0, 110.3, 92.0
O=C(C1CCC(CNc2c(N3CCOCC3)c(=O)c2=O)CC1)N1CCN(c2ccccc2)CC1 (stereo not drawn)
 : 0.7, 1.1, -1.9, 100.8, -12.7, 92.1, -12.9, 88.8, 91.8
CCOc1cc(-c2nc(-c3ccc(OC)cc3)no2)cc(OCC)c1OCC
 : -15.8, 1, -1.0, 85.2, 4.7, 81.4[fluorescence artefact?], 18.5, 88.0, 78.3
COc1ccccc1OCCn1c(=O)sc2ccccc21
 : -35.9, 0.3, 8.8, x, 68.2*, 94.6, -1.9, 97.8, 92.0
CCOC(=O)Cc1csc(SCn2nnc3ccccc3c2=O)n1
 : -12.7, 0.9, 0.7, 94.0, 5.4, 95.3, 5.7, 91.4, x

# (list continues)
# Value order – Mac1 fbg inh, CYP2C19 activ, CD11b adhes enh, Fibroblast inh, CYP2C19 inhib, ERa SRC1 pot, ERa SRC1 inh, HUVEC inhibit, H69AR inhibit
O=C(c1cccnc1)N1CCN(C(=O)c2ccco2)CC1
 : x, x, x, 96.5, x, 105.9, -7.7, 95.9, 98.0
COc1ccc(N2C(=O)CCC(C(=O)O)C2c2ccc(F)cc2)cc1 (stereo not drawn)
 : 20.9, 1.1, 2.2, 95.5, -8.3, 127.3[fluorescence artefact?], -9.0, 102.8, 101.0
CN(C)/N=C/c1c(O)ccc2ccccc12
 : 3.4, 0.7, -0.4, x, 30.3, x, x, x, x
CC(=O)N1CCc2cc(S(=O)(=O)NC(CC(C)C)C(=O)N3CCc4ccccc4C3)ccc21 (stereo not drawn)
 : -3.1, 0.7, -3.8, 89.4, 28.5, 115.3, -5.5, 103.4, 89.9
Cc1ccc(C2C(C(=O)c3ccco3)=C(O)C(=O)N2c2nnc(C)s2)cc1 (stereo not drawn)
 : x, x, x, 95.4, x, 59.3, 32.9, 99.1, 92.7
Cc1csc(NC(=O)CSc2nsc(SCC(=O)Nc3nc(C)cs3)c2C#N)n1
 : 24.3, 1, -3.4, x, 1.9, x, x, x, x
COc1cccc(-c2nc(CS(=O)(=O)CC(=O)NC3CCCc4ccccc43)c(C)o2)c1 (stereo not drawn)
 : 12.5, 0.7, 2.0, 96.1, 25.5, 83.1, 45.6, 102.9, 74.1
Cc1ccc(S(=O)(=O)N2CCN(c3nc(C)nc4sc(C)c(C)c34)CC2)cc1
 : -20.7, 1.1, -0.7, 95.1, -7.6, 92.7[fluorescence artefact?], 8.6, 87.6, 92.3
CC1CN(C2CC(C)(C)NC(C)(C)C2)CCC1=O (stereo not drawn)
 : -9.2, 1, -2.8, 98.7, 0.1, 116.5, -12.3, 102.5, 98.0
CC(C)=CC1C=C(C)C(C)C2C(=O)NNC(=O)C12 (stereo not drawn)
 : -46.8, 0.5, -1.1, 107.5, 51.4*, 96.6, -6.7, 107.5, 98.1
Cc1cc(=O)[nH]c(SCc2nc3ccccc3n2Cc2ccccc2)n1
 : 7.5, 0.8, 0.4, x, 24.0, x, x, x, x
CCC(=O)Nc1ccc(NC(=O)c2c(C)nc3ccccn23)cc1
 : -6.6, 1, -3.4, 104.5, 2.2, 99.8, 0.4, 95.8, 95.3

# Bioassay records deposited in PubChem by several laboratories.
